F-actin modifier – modifiers of cytoskeleton assembly; HUVEC TNFa F-actin phalloidin imaging, high content; inhibition, % at 2 µM; 0.18% of 91,000 active; AID 836;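 active means inhibition above the batch mean plus 3 SD and confirmed as a hit by visual image inspection, cut at about 30% in these data, passing the limit was not always enough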; further: strong numbers were not always called active
HUVEC tox TNFa – toxic to HUVEC cells under TNF alpha stimulation | HUVEC TNFalpha-stimulated, Hoechst cell count, imaging | cell count reduction, % at 2 µM | 0.17% of 93,000 active;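 active means cell count reduction exceeding the screen mean by over 5 SD, scaled to untreated wells per plate, cut at about 78% in these data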;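 further: cells counted after 24 h of TNF alpha exposure following the 1 h pretreatment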
PTPN22 inh 2 – inhibitors of human LYP (PTPN22) phosphatase; 0.21% of 96,000 active; Q9Y2R2; recombinant LYP catalytic domain, DiFMUP fluorescence; inhibition, % at 2 µM;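 active means inhibition at 2 µM at or above a set limit, the screen mean plus 3 SD, cut at about 24% in these data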;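 further: 0% = DMSO with enzyme and 100% = enzyme fully blocked by orthovanadate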
Smad3 inh – blocks human Smad3 binding to FoxH1 peptide | P84022 | TR-FRET Smad3/Dy647-FoxH1 peptide binding, europium anti-His | inhibition, % at 25 µM | 0.29% of 88,000 active;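 active means compounds that reduce the energy-transfer binding signal between the protein and its labelled peptide by more than half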;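 further: 0% = Smad3 plus labelled peptide maximal FRET and 100% = peptide-only background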
Target sequence (P84022 whole entry, looked up): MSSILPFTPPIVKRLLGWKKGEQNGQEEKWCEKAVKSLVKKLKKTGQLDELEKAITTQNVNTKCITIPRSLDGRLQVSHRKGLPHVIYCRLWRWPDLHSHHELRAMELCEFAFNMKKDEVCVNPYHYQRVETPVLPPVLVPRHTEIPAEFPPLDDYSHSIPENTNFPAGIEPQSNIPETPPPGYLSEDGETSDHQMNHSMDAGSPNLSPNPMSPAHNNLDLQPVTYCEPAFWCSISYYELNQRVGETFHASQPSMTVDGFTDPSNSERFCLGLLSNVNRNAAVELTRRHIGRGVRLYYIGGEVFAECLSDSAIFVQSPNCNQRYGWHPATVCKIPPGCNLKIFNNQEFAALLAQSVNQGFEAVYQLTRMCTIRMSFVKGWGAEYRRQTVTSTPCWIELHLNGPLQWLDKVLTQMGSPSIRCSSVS
MT1-MMP txn act – activates MT1-MMP transcription. HT1080 MT1-MMP promoter luciferase reporter, luminescence, overnight; active compounds read high. activation factor at 10 µM. 0.16% of 86,000 active;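 active means activation factor of at least 2 for MT1-MMP transcription at 10 µM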
VCAM1 TNFa inh – reduces TNF alpha induced VCAM1 expression in HUVEC; AID 802; 0.48% of 95,000 active; inhibition, % at 2 µM; HUVEC TNFa-induced VCAM-1 immunofluorescence, high-content imaging;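 active means inhibition above the batch mean plus 3 SD, with images confirmed as a hit by eye, cut at about 37% in these data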;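 further: 0% = TNF-stimulated DMSO wells and 100% = unstimulated control wells; not every result past the cut was called active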
HUVEC tox IL1B – HUVEC cytotoxicity counter-screen, IL-1B stimulated | cell count reduction, % at 2 µM | HUVEC cell count loss, Hoechst imaging | 0.41% of 94,000 active;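 active means cell count reduction more than 3 SD above the screen-wide mean, cut at about 70% in these data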;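 further: normalized per plate to untreated control cells as the no-loss baseline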
Calb biofilm kill – kills Candida albicans biofilms. C. albicans biofilm + clotrimazole, Alamar Blue. inhibition, % at 6 µM. 0.14% of 85,000 active. AID 834;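 active means inhibition above 20%; inactive means inhibition below 20%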;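 further: preformed 24 hr biofilms exposed to compound for 48 hr; 0% = biofilm without compound and 100% = blank killed by clotrimazole plus chlorhexidine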
DAT uptake mod – human DAT dopamine uptake with cocaine, either direction | LLC-PK1 hDAT cells, [14C]-dopamine uptake with cocaine IC80; actives deviate in either direction | 1.3% of 110,000 active | B-score at 10 µM;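 active means Z score or B-score, a plate-position-corrected score, falls beyond the plate's 99.7% confidence bounds, in either direction; inactive means both scores lie inside the 99.7% bounds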;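 further: scored against the spread of the other compound wells on the same plate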
Target sequence (Q01959 whole entry, looked up): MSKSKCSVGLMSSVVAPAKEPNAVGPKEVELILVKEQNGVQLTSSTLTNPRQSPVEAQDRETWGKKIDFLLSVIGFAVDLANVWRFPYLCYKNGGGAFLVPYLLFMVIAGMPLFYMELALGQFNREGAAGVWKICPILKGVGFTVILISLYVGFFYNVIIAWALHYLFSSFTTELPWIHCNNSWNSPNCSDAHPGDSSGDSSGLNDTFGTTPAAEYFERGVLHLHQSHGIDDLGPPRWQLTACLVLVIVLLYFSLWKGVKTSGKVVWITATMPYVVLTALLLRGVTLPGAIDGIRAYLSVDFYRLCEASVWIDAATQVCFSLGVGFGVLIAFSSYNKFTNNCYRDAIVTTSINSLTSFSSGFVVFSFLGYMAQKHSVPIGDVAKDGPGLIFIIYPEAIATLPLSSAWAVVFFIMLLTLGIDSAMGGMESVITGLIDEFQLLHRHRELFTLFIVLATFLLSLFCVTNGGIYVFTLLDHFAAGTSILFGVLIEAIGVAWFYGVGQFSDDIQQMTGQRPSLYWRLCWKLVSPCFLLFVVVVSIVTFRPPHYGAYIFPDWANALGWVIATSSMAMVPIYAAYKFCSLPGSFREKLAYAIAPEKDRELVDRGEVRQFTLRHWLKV
Active calls of the source: *; nt = not tested or not shown; [ ] = another dose, or the depositor's remark. Some of the compounds tested; count on the stated rates, not on these rows.

SMILES	F-actin modifier	HUVEC tox TNFa	PTPN22 inh 2	Smad3 inh	MT1-MMP txn act	VCAM1 TNFa inh	HUVEC tox IL1B	Calb biofilm kill	DAT uptake mod
CCS(=O)(=O)N1CCC(C(=O)c2ccc(Cl)cc2)CC1	11	-7	-4	-4	1.3	7	2	7	0.58
COc1cc(OC)c(C#N)c(S(=O)(=O)Cc2ccccc2)c1	-2	-16	-6	7	1	7	-16	-1	-0.75
COc1cc(C(=O)NCc2cn3ccsc3n2)cc(OC)c1OC	15	6	-15	3	1.3	-3	0	7	0.87
Cc1nc(NC(=O)COc2ccccc2)sc1C(=O)Nc1cccc(Cl)c1	-22	8	2	nt	nt	10	-4	nt	-1.9
CC1(C)CC(=O)C(/C=N/n2c(C(F)(F)F)nc3ccccc3c2=O)=C(O)C1	nt	-14	-6	-7	1.1	8	-9	1	-0.24
Cc1c(O)ccc2c3c(c(=O)oc12)CCC(C)C3 (stereo unspecified)	-18	-23	3	7	1.1	12	-17	5	0.19
CCOc1ccc(C2C(C#N)=C(C)NC3=C2C(=O)c2ccccc23)cc1 (stereo unspecified)	2	1	-4	nt	nt	4	4	nt	-1.3
Cn1cc(Cl)c(C(=O)N(Cc2ccccc2)c2ccccn2)n1	nt	nt	nt	-4	1.1	nt	nt	1	0.73
CCCCCCCCCOC(=O)C[n+]1csc(CCO)c1C	0	-6	10	nt	nt	6	4	nt	-1.2
COc1cccc(Nc2nc(CC(C)=O)ns2)c1	-13	3	2	6	1.6	9	-8	8	-0.48
CCn1c(SCC(=O)N2CCN(c3ccc(F)cc3)CC2)nnc1-c1ccncc1	22	-29	-7	-1	1.1	0	-27	10	0.076
Cn1c(=O)c2c(n(Cc3ccccc3)c1=O)NC(=O)C2CC(=O)NCc1cccc(Cl)c1 (stereo unspecified)	0	0	14	1	1.1	13	-2	5	-0.053
Cc1nnc(SCC(=O)NCc2ccc3c(c2)OCO3)[nH]c1=O	nt	nt	nt	3	1	nt	nt	4	-0.45
Cc1cccc(OCC(=O)NNC(=O)CSc2ncc(C#N)c(N)n2)c1	27	-24	6	nt	nt	8	-1	nt	0.2
COc1ccc(C(=O)Nc2ccccc2C(=O)NC(C(=O)NCc2ccco2)C(C)C)cc1 (stereo unspecified)	6	-13	2	-14[fluorescence artefact?]	1.1	10	12	3	-0.3
O=C(CNC(=O)c1ccccc1)OC(C(=O)Nc1cc(C(F)(F)F)ccc1Cl)c1ccccc1 (stereo unspecified)	1	8	5	2	1	24	19	-2	1
COc1ccc(Oc2cc(C)c3ccccc3n2)cc1	6	-8	3	-4	1.1	19	-15	8	1.1
COCCCNC(=O)c1ccc(CS(=O)(=O)Cc2cccc(C)c2)o1	3	-9	-41	2	1	2	-10	8	nt
CCCCCCCCS(=O)c1sc2nc(C)cc(C)c2c1N (stereo unspecified)	nt	-22	2	-8	1.1	12	4	-3	0.29
O=C1C2C3C=CC(C2C(=O)N1CCCO)C1C2C(=O)N(CCCO)C(=O)C2C31 (stereo unspecified)	-18	-6	-19	nt	nt	23	7	nt	-0.1
CCC(C)NC(=O)CSc1nc2c(sc3ccccc32)c(=O)n1CCCN1CCOCC1 (stereo unspecified)	14	-20	-4	-2	1.1	4	16	-7	1.9
CC(C)c1cc(CN2CCN(CCC#N)CC2)cc(C(C)C)c1O	21	-22	11	15	1.1	0	-17	8	-1.2
O=C(CSc1nnc([C@@H]2CCCN2)o1)c1ccc(Cl)cc1	-20	13	-10	8	1.2	0	-26	8	0.65
CCNc1oc(-c2ccc(OC)cc2)nc1S(=O)(=O)c1ccc(Br)cc1	0	-7	0	10	1	18	3	6	-0.42
Cc1cc(OC(=O)c2ccccc2)n(CCC#N)n1	-11	-8	-4	-6	1	-4	5	3	0.25
CCc1nc2cc(C)nn2c2nc3ccccc3n12	-10	-5	-2	-1	1	-3	-4	4	-0.076
COC(=O)c1ccc(CSc2nc3cc(Cl)ccc3s2)o1	7	2	11	-1	1.1	-4	-7	9	-0.77
Cc1cc(C)n2nc(SCc3nnc(SCc4ccccc4Cl)s3)nc2n1	-20	1	1	nt	nt	4	13	nt	0.065
COc1ccc(OCC(O)Cn2ccnc2C)cc1 (stereo unspecified)	-4	-7	0	9[fluorescence artefact?]	1.1	-10	-23	7	-0.72
O=C(CSc1nc2ccccc2o1)N1CCN(c2ccccc2)CC1	8	5	-8	-3	1.1	18	-101	6	-0.0028
COC(=O)/C=c1/s/c(=C(\C#N)C(=O)NCc2ccco2)n(-c2ccc(C)cc2)c1=O	4	24	7	4	1.1	25	-13	-1	0.34
Cc1c(C(=O)N2CCCC2)nnn1-c1nonc1N	4	-3	-7	5[fluorescence artefact?]	1	5	-18	9	-1.3
CCOc1ccc(NS(=O)(=O)CC23CCC(CC2=O)C3(C)C)cc1 (stereo unspecified)	-2	-7	-15	nt	nt	-4	-11	nt	0.35
COc1cc(NC(=O)c2cc(CC(C)C)on2)c(OC)cc1Cl	nt	nt	nt	3	1.2	nt	nt	-4	-1
Cn1c(=O)oc2cc(S(=O)(=O)Nc3ccc4c(c3)OCCO4)ccc21	7	-38	-12	6	1.1	2	92*	7	-0.078
CCOC(=O)CSc1nnc(CNC(=O)c2cccs2)n1-c1ccccc1	2	-46	-4	8[fluorescence artefact?]	1.1	7	-8	-4	nt
Cc1ccc(-n2nnnc2SCC(=O)Nc2ccc3c(c2)OCCO3)cc1C	4	-36	-13	0	1.1	2	-13	10	0.84
CCC(NC(=O)c1ccccc1NC(=O)c1ccco1)C(=O)O (stereo unspecified)	-30	-21	-3	2	1	15	7	4	-0.31
CCNC(=O)C1CCN(S(=O)(=O)c2ccc(F)cc2)CC1	6	-28	-6	13	1.1	26	-4	8	0.67
CC1(C)CC(=O)c2cc(OCC(=O)NCCN3CCCc4ccccc43)ccc2O1	10	8	-11	4	1.4	-2	-11	-1	0.54
COc1ccccc1NC(=O)c1cc2ccccc2o1	14	-19	-8	2	2*	24	38	6	0.34
CC(C)(C)CC(=O)Nc1ccc(Nc2ccccc2)cc1	2	-16	2	-1	1.4	6	-18	-1	-0.2
CCOC(=O)CCCOC(=O)c1ccc(S(=O)(=O)N(C)C)cc1	-5	-14	8	-3	1.2	5	-28	7	-0.63
O=C(Nc1ccc(F)cc1)c1sc2cc(C(F)(F)F)cnc2c1-c1cccs1	9	-17	-6	14[fluorescence artefact?]	1.1	5	nt	-1	-0.33
Cc1noc(C)c1COC(=O)c1cc2c3ccccc3n(C)c2s1	-22	-16	7	6	1.1	-2	-19	4	0.87
Cc1c(-c2ccccc2)[n+](=O)c2c(n1[O-])CCC2	10	-9	-10	22[fluorescence artefact?]	1	-16	-15	5	-0.0095
COc1ccc2nc(NC(=O)CN3CCN(C)CC3)sc2c1	4	-22	-7	4	1.3	-10	-11	6	0.16
N/C(=N\OC(=O)Oc1ccccc1)c1ccc(Br)cc1	-3	-1	-2	6	1.2	8	9	4	0.21
COC(=O)C1=C(C(=O)c2ccc(C)cc2)C(c2ccc(OC)c(OC)c2)n2nnnc2N1 (stereo unspecified)	14	-43	-7	-3	nt	16	8	-3	0.71
COc1ccccc1CNC(=O)CCCN1C(=O)COc2ccc(C)cc21	-26	-15	-1	1	1	15	-16	-9	0.26
CCOc1cc(N2CCOCC2)c(OCC)cc1NC(=O)COc1cccc2cccnc12	6	-11	5	35	1	-11	-4	-3	0.063
O=S(=O)(NCCNS(=O)(=O)c1ccc(F)cc1)c1ccc(F)cc1	4	-15	6	14	1.1	-6	16	3	1.1
O=C1CCCN1c1ccc(S(=O)(=O)NCc2ccco2)cc1	-5	-19	2	5	1.1	-2	-1	5	0.44
COc1ccc(-c2noc(CCC(=O)N3CCN(Cc4ccccc4)CC3)n2)cc1	-3	2	7	10	nt	7	15	5	0.45
O=C(C1=COCCO1)N1CCN(S(=O)(=O)c2cccc(Cl)c2Cl)CC1	-10	-15	-4	-14	1	1	-20	0	0.45
CCN(CC)C(=O)CSc1nc(N)c(C#N)c(-c2cccs2)c1C#N	-11	-2	9	3[fluorescence artefact?]	1.2	12	14	4	2
Cc1ccc(S(=O)(=O)n2nc(C)cc2C)cc1	-11	-4	1	5	1.1	-1	-77	3	-0.7
N/C(=N\OC(=O)CCCN1C(=O)c2ccccc2C1=O)c1ccc(Cl)cc1	-24	-35	2	nt	nt	-9	-38	nt	-0.75
CC(C)CCOc1ccc(C2(C)NC(=O)N(CN3CCOCC3)C2=O)cc1 (stereo unspecified)	nt	nt	nt	8	1.1	nt	nt	6	1.4
CCN1CCN(C(=S)c2ccc(OCC(=O)Nc3ccc(OC)cc3)cc2)CC1	2	-23	-7	nt	nt	2	-19	nt	-0.024

Additional structures:
SMILES	F-actin modifier	HUVEC tox TNFa	PTPN22 inh 2	Smad3 inh	MT1-MMP txn act	VCAM1 TNFa inh	HUVEC tox IL1B	Calb biofilm kill	DAT uptake mod
O=C(Nc1ccccc1)c1n[nH]c(Cn2cncn2)n1	nt	-6	10	nt	nt	-2	-15	nt	-0.21
CN(C)S(=O)(=O)c1cccc(NC(=S)Nc2cc(Cl)cc(Cl)c2)c1	-4	-14	-1	nt	nt	20	8	nt	-2.4
Nc1nc(Sc2ccc(C(F)(F)F)cc2[N+](=O)[O-])n[nH]1	16	-35	-5	-1	1.3	19	4	5	-0.47
CC1(C)Cc2cccc(OCC(=O)Nc3cccnc3Cl)c2O1	12	-10	8	5	1.1	-22	-134	4	-0.46
COc1ccc(NC(=O)N(CCC(C)C)C(C)c2ccccn2)c(OC)c1 (stereo unspecified)	5	-42	-14	-1	1.1	11	-16	-2	0.4
CC(=O)Cc1nsc(NC(=O)c2ccc(-c3cccc(C(F)(F)F)c3)o2)n1	8	-15	-1	-2	1.2	8	-5	-1	-1.3
CNCCCC1c2ccccc2C=Cc2ccccc21	nt	nt	nt	3	1.1	nt	nt	10	-0.57
CC(C)(C)c1nnc2sc(SCC(=O)c3ccc(Cl)cc3)nn2c1=O	6	3	-2	-1	1.2	9	19	4	0.83
Cc1cc(C)c(C)c(S(=O)(=O)NCC(=O)N2CCCC2)c1C	11	5	8	0	1.1	-4	0	-2	-0.022
O=C1CCCC(O)=C1C=Nc1ccc(O)cc1	6	-13	-4	-4	0.9	12	-2	5	0.42
COc1cccc(/C=N/Nc2snc(SC)c2C#N)c1	8	-32	-3	-3	1.9	-1	-22	0	-0.93
CC(C)(C)NC(=O)c1ccc2nccnc2c1	17	-50	5	-3	1	-75	-13	8	0.71
COc1cccc(S(=O)(=O)NCc2ccc(C(=O)NCC3CCCO3)cc2)c1 (stereo unspecified)	11	15	3	6	1.2	6	-6	8	1.6
COc1ccc(C2=Nc3cccc4cccc(c34)N2)cc1	-9	-23	3	nt	nt	10	28	nt	nt
Cc1ccccc1NC(=O)Cc1nc(CSc2nnc(C3CCCCC3)n2N)cs1	nt	nt	nt	10	1.2	nt	nt	-5	0.87

Whole records from above. Order of values: F-actin modifier	HUVEC tox TNFa	PTPN22 inh 2	Smad3 inh	MT1-MMP txn act	VCAM1 TNFa inh	HUVEC tox IL1B	Calb biofilm kill	DAT uptake mod
O=C(Nc1ccccc1)c1n[nH]c(Cn2cncn2)n1 is listed with nt	-6	10	nt	nt	-2	-15	nt	-0.21
CC(=O)Cc1nsc(NC(=O)c2ccc(-c3cccc(C(F)(F)F)c3)o2)n1 is listed with 8	-15	-1	-2	1.2	8	-5	-1	-1.3

The list goes on:
SMILES	F-actin modifier	HUVEC tox TNFa	PTPN22 inh 2	Smad3 inh	MT1-MMP txn act	VCAM1 TNFa inh	HUVEC tox IL1B	Calb biofilm kill	DAT uptake mod
COc1ccc(-n2c(-c3cccc(C)c3[N+](=O)[O-])n[nH]c2=S)cc1	-20	-2	7	nt	nt	21	-14	nt	-0.73
CCc1nnc(NC(=O)CSc2nnc(-c3ccccc3OC)n2-c2ccccc2)s1	-2	10	-5	5	1.2	3	-8	1	2
c1ccc(-c2cnn3nnnc3n2)cc1	-2	-18	-5	0	1.1	13	-24	2	0.36
CCOC(=O)C(NC(C)=O)(N1CCc2ccccc2C1)C(F)(F)F (stereo unspecified)	-17	-22	-10	8	1.1	9	-49	0	-1.1

Assay outcomes from PubChem BioAssay.
